# AID2073: inhibitors of Mint1-CaV2.2 protein interaction, biochemical, HTRF (AID 2073); HTRF protein-protein interaction, Mint1-CaV2.2; higher % means a stronger effect; one-dose inhibition, % at 20 µM; IC50 in µM for titrated hits; actives 0.19% (n = 290,000); in the data active means inhibition mostly above about 51%, no sharp cut-off; inconclusive means no clear call, values can overlap the other calls; inactive means mostly below about 53%; further: some results filed as inactive read as strong as hits
# HIV peptide binding: inhibitors of HIV fusion peptide binding, primary screen, biochemical, uHTS, fluorescence dequenching (AID 1986); inhibition, % at 20 µM; hits with a dose series show IC50 in µM; actives 0.3% (n = 290,000); cell-free peptide binding, fluorescence dequenching, 30 min; higher % means a stronger effect; in the data active means inhibition mostly above about 52%, no sharp cut-off; inactive means mostly below about 76%; further: some results filed as inactive read as strong as hits
# NS5 inhibitors: Dengue-2 NS5 methyltransferase inhibitors, primary screen, biochemical, confirmation dose response (AID 588689); Genome polyprotein (Dengue virus type 2 (strain 16681-PDK53)); Dengue-2 NS5 methyltransferase capping enzyme assay, biochemical; higher % means a stronger effect; one-dose inhibition, % at 25 µM; IC50 in µM for titrated hits; actives 0.3% (n = 340,000); in the data active means a potency from the dose series; inconclusive means inhibition above about 29% without an active follow-up result
# NOD2 inhibition: NOD2 signaling inhibitors, cell-based, luminescence, uHTS, HEK293 (AID 1566) | HEK293 NOD2/NF-kB luciferase reporter, luminescence; higher % means a stronger effect | inhibition, % at 4 µM; hits with a dose series show EC50 in µM | actives 0.63% (n = 290,000); further: many of its hits are not listed in these tables
# Siah-1 displacement: Siah-1 peptide-binding antagonists, primary screen, biochemical, fluorescence polarization, rhodamine-plectin, uHTS (AID 1817). actives 0.02% (n = 290,000). Siah-1 / rhodamine-plectin peptide fluorescence polarization; higher % means a stronger effect. E3 ubiquitin-protein ligase SIAH1 (Homo sapiens). displacement, % at 20 µM; hits with a dose series show IC50 in µM;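 active means displacement of at least 50% at 20 µM, with a fluorescence ratio check between 0.3 and a set limit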;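 further: plate controls were Siah plus tracer with DMSO for no effect and tracer alone without Siah for full effect; strong numbers were not always called active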
# XIAP antagonists: XIAP antagonists, biochemical, IAP family, fluorescence polarization (AID 1018); E3 ubiquitin-protein ligase XIAP (Homo sapiens); XIAP BIR domain, fluorescence polarization peptide displacement; higher % means a stronger effect; one-dose displacement, % at 20 µM; IC50 in µM for titrated hits; actives 0.007% (n = 200,000); in the data active means displacement above about 50%; further: a part of the inactive calls stands beside numbers as strong as those of hits
# LYP inhibition: inhibitors of LYP phosphatase, biochemical, fluorescence intensity, uHTS (AID 1779) | actives 0.054% (n = 290,000) | recombinant LYP phosphatase, fluorescence intensity; higher % means a stronger effect | inhibition, % at 11.5 µM, or IC50 in µM where a hit was titrated | Tyrosine-protein phosphatase non-receptor type 22 (Homo sapiens);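 further: plate controls were vehicle with enzyme for no effect and no enzyme for full effect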
# Myeloid diff 2: induction of myeloid progenitor differentiation, primary screen, cell-based, flow cytometry, MLPCN library | ER-HoxA9 myeloid progenitors, lysozyme-GFP differentiation | calls only at 10 µM | actives 1% (n = 360,000);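 active means normalized GFP-positive differentiation at or above the plate's own cutoff, the solvent-only control mean plus 3 SD; inconclusive means no clear call, values can overlap the other calls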;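 further: cells exposed to compound for four days before flow analysis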
# Lipid droplet: inhibitors of hepatocyte lipid droplet formation, primary screen, imaging, high-throughput imaging, BODIPY stain; AML12 mouse hepatocytes, oleate lipid droplets; inhibition, % at 6.5 µM; actives 0.4% (n = 240,000); AID 1656, 2009;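 active means lipid droplet intensity inhibited by at least 50%, with more than 500 cells counted; inconclusive means wells with under 300 cells, treated as cytotoxic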
#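 Technique: fluorescence imaging, 20x objective, two fields per well / Assay system: AML12 hepatocytes (mouse) / Measure: % inhibition of lipid droplet signal / Doses: 6.5 µM single-point dosing / Incubation: overnight exposure / Reagent: 100 µM oleic acid challenge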
# Lipid droplet cells 6.5 µM: further read-out of Lipid droplet, marked with its call; cell count; measured here: cell count, cytotoxicity flag;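 cells counted across two imaged fields per well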
# Myeloid diff 2 GFP+ MAC1+ %: further read-out of Myeloid diff 2, marked with its call; GFP+ MAC1+ double positive, %; measured here: differentiation confirmed by MAC1 staining
# Active calls of the source: *; i = inactive; ? = inconclusive; . = not tested or not shown. Unless noted, no stated cut-off is given here; in the data, active means inhibition above about 50%; inactive means the rest. The list is partial (hit frequency here may not be typical).
SMILES,AID2073,HIV peptide binding,NS5 inhibitors,NOD2 inhibition,Siah-1 displacement,XIAP antagonists,LYP inhibition,Myeloid diff 2,Myeloid diff 2 GFP+ MAC1+ %,Lipid droplet,Lipid droplet cells 6.5 µM
CCCCNC(=O)CSc1nc(O)cc(=O)n1C1CCCC1,5%,-1.5%,-3%,-2%,-5%,-12%,-15%,i,0.1,-7,739
Cc1ccccc1Cn1nnc(-c2ccc(C(=O)O)cc2)n1,5%,0.5%,-1%,-6%,5%,-9.7%,-2%,i,0.1,10,684
CC(C)(C)OC(=O)N1CCC[C@H]1C(=O)Nc1ccc(S(=O)(=O)C(F)F)cc1,10%,-0.1%,3%,5%,4%,.,-5%,i,0.2,-4,879
Oc1ccc(Cl)cc1-c1cc(-c2ccccc2)n[nH]1,11%,-0.3%,1%,2%,1%,-1.3%,3%,i,1.1,-2,687
C[C@H](NC(=O)c1ccccc1Cl)C(=O)NCc1cccs1,2%,-1.8%,-9%,9%,4%,-5.0%,-9%,i,0.1,27,701
CCN(Cc1ccccc1)S(=O)(=O)c1c(N)n(C)c(=O)n(C)c1=O,1%,0.8%,-1%,-4%,9%,.,-12%,i,1.0,-2,651
CCCc1nnc(SCc2ccc(C(=O)OC)o2)n1N,0%,1.4%,-4%,-26%,-5%,-4.4%,-6%,i,0.5,-3,665
CCNc1ccc(C(=O)OCC(=O)NCc2ccccc2Cl)cc1[N+](=O)[O-],2%,-0.1%,0%,-5%,1%,-4.5%,1%,i,0.1,-38,613
Cc1ccc(OCCCNCCO)c(Br)c1,-2%,2.1%,2%,18%,2%,-7.6%,-12%,i,3.6,0,755
COc1ccc(/C(O)=C2\C(=O)C(=O)N(Cc3ccco3)C2c2cc(OC)ccc2OC)cc1 (configuration not stated),6%,2.2%,3%,13%,0%,1.2%,0%,i,12,-11,629
O=C(CCN1C(=O)c2ccccc2C1=O)C1=NN[C@@H]2C(=O)N(c3cccc(F)c3)C(=O)[C@H]12,-4%,1.2%,-4%,0%,14%,0.6%,-4%,i,0.3,-10,595
O=C(COc1ccc(-c2ccccc2)cc1)N1CCN(S(=O)(=O)Cc2ccccc2)CC1,1%,2.3%,3%,5%,-1%,-8.0%,4%,i,0.6,8,765
Cc1ccc(NC(=O)Nc2ncccc2C)cc1,15%,-0.1%,2%,-96%,1%,-1.1%,-8%,i,0.2,.,.
CC1(C)O[C@@H]2C[C@H]3[C@@H]4CCC5=CC(=O)C=C[C@]5(C)[C@@]4(F)[C@@H](O)C[C@]3(C)[C@]2(C(=O)CO)O1,1%,0.5%,0%,24%,2%,-8.6%,-8%,i,17,22,744
COc1cccc(C2=NN(C(=O)c3ccco3)C(c3ccco3)C2)c1 (configuration not stated),0%,0.2%,-9%,-16%,2%,.,4%,i,0.7,-3,750
COc1ccc(N=C2SC(C(=O)N3CCN(c4ccc([N+](=O)[O-])cc4)CC3)CC(=O)N2C)cc1 (configuration not stated),22%,0.7%,-4%,1%,2%,-4.7%,3%,i,0.3,-8,600
COc1ccc(-c2[nH]ncc2CN2CCN(c3ccc(F)cc3)CC2)cc1,-1%,-1.4%,-13%,-8%,1%,.,-3%,i,0.3,-9,708
O=C(c1cccc(F)c1)N1CCN(c2cc(N3CCCCC3)c(F)cc2[N+](=O)[O-])CC1,2%,-3.1%,-3%,-1%,7%,5.2%,6%,i,1.0,-7,588
COC(=O)[C@H](CCSC)NC(=O)NCCC1=CCCCC1,5%,0.8%,-5%,2%,-6%,-12%,-3%,i,6.2,-2,734
CN1CCN(CC(=O)Nc2ccc(OC(F)(F)F)cc2)CC1,13%,0.2%,-3%,-19%,9%,.,-4%,i,0.5,-7,805
CC(=O)c1cn(CC(=O)NCc2ccc3c(c2)OCO3)c2ccccc12,-11%,-1.3%,6%,20%,1%,-20%,-1%,i,0.9,-3,670
COc1cccc(/C=N/Nc2cc(-n3nc(C)cc3-c3ccccc3)ncn2)c1O,3%,-1.1%,-1%,36%,-9%,-8.4%,2%,i,1.4,14,674
O=C(NCc1ccc(F)cc1)C(c1ccco1)N(C(=O)c1csnn1)c1ccccc1 (configuration not stated),8%,0.0%,-3%,3%,-1%,.,-10%,.,.,-50,771
CN(Cc1ccc(Br)cc1)C(=O)CCN1C(=O)c2cccc([N+](=O)[O-])c2C1=O,11%,-2.3%,-5%,9%,1%,.,-10%,i,0.6,-8,851
Cc1ccc(-c2nc(Cl)nc3ccccc23)cc1,-9%,1.7%,-6%,-1%,0%,-1.7%,-4%,i,0.7,2,717

# Reprinted at random: 3 entries already listed.
SMILES,AID2073,HIV peptide binding,NS5 inhibitors,NOD2 inhibition,Siah-1 displacement,XIAP antagonists,LYP inhibition,Myeloid diff 2,Myeloid diff 2 GFP+ MAC1+ %,Lipid droplet,Lipid droplet cells 6.5 µM
COc1ccc(-c2[nH]ncc2CN2CCN(c3ccc(F)cc3)CC2)cc1,-1%,-1.4%,-13%,-8%,1%,.,-3%,i,0.3,-9,708
O=C(CCN1C(=O)c2ccccc2C1=O)C1=NN[C@@H]2C(=O)N(c3cccc(F)c3)C(=O)[C@H]12,-4%,1.2%,-4%,0%,14%,0.6%,-4%,i,0.3,-10,595
Cc1ccc(NC(=O)Nc2ncccc2C)cc1,15%,-0.1%,2%,-96%,1%,-1.1%,-8%,i,0.2,.,.

# 6 of these compounds, reformatted.
mol	AID2073	HIV peptide binding	NS5 inhibitors	NOD2 inhibition	Siah-1 displacement	XIAP antagonists	LYP inhibition	Myeloid diff 2	Myeloid diff 2 GFP+ MAC1+ %	Lipid droplet	Lipid droplet cells 6.5 µM
CCNc1ccc(C(=O)OCC(=O)NCc2ccccc2Cl)cc1[N+](=O)[O-]	2%	-0.1%	0%	-5%	1%	-4.5%	1%	i	0.1	-38	613
Cc1ccc(OCCCNCCO)c(Br)c1	-2%	2.1%	2%	18%	2%	-7.6%	-12%	i	3.6	0	755
COc1ccc(/C(O)=C2\C(=O)C(=O)N(Cc3ccco3)C2c2cc(OC)ccc2OC)cc1 (configuration not stated)	6%	2.2%	3%	13%	0%	1.2%	0%	i	12	-11	629
O=C(CCN1C(=O)c2ccccc2C1=O)C1=NN[C@@H]2C(=O)N(c3cccc(F)c3)C(=O)[C@H]12	-4%	1.2%	-4%	0%	14%	0.6%	-4%	i	0.3	-10	595
O=C(COc1ccc(-c2ccccc2)cc1)N1CCN(S(=O)(=O)Cc2ccccc2)CC1	1%	2.3%	3%	5%	-1%	-8.0%	4%	i	0.6	8	765
Cc1ccc(NC(=O)Nc2ncccc2C)cc1	15%	-0.1%	2%	-96%	1%	-1.1%	-8%	i	0.2	.	.

# (further entries)
SMILES,AID2073,HIV peptide binding,NS5 inhibitors,NOD2 inhibition,Siah-1 displacement,XIAP antagonists,LYP inhibition,Myeloid diff 2,Myeloid diff 2 GFP+ MAC1+ %,Lipid droplet,Lipid droplet cells 6.5 µM
Cc1cccc2c1cnn2C(=O)Nc1ccccc1Br,6%,0.1%,-4%,-45%,-1%,.,-11%,i,0.7,-4,842
COc1ccc(-n2nc(C(=O)NCC(=O)N3CCN(Cc4ccc5c(c4)OCO5)CC3)c3ccccc3c2=O)cc1OC,20%,-3.0%,2%,7%,6%,-2.3%,1%,i,0.1,16,729
COc1ccc(CCNC(=O)NC2CCCCC2)cc1,-6%,0.0%,-3%,8%,-2%,-9.7%,-2%,i,0.2,4,740
CCN(CC)C(=O)c1cccc2nc3ccccc3nc12,-6%,1.6%,-10%,14%,16%,.,-12%,i,0.5,-7,738
O=c1[nH]c2c(s1)C=Nc1ccccc1N2,0%,1.5%,?,5%,-4%,1.8%,-15%,i,1.4,.,.
Cc1cccc(NC(=O)N(Cc2nc3ccccc3c(=O)[nH]2)C2CCCC2)c1,23%,-2.9%,-2%,5%,-3%,0.3%,-2%,i,1.2,.,.
O=C(NC1CCCCCC1)c1cc2n(n1)C(C(F)(F)F)CC(c1ccco1)N2 (configuration not stated),5%,1.0%,-1%,10%,-3%,-8.3%,2%,i,0.5,.,.
Cc1cc(OCc2cc(C(=O)N(C)C(C)c3ccccn3)no2)cc(C)c1Cl (configuration not stated),1%,-0.3%,-11%,-26%,0%,.,-5%,i,0.5,5,712
Brc1ccccc1Cn1c(-c2cscn2)nc2ccccc21,-4%,-2.6%,1%,1%,-1%,-3.5%,-5%,i,12,7,780
CCn1c(C)nc2cc(C(=O)NNC(=S)Nc3ccccc3OC)ccc21,-17%,-1.4%,.,-45%,20%,.,-5%,.,.,9,677
O=C1C=CN(Cc2ccccc2)CC1,8%,0.6%,1%,23%,4%,.,-4%,i,2.1,9,710
CCN(CC)C(=O)C(Sc1ccccc1)c1ccccc1 (configuration not stated),0%,1.1%,-5%,12%,1%,-2.6%,-5%,i,0.6,-3,783
O=C(COC(=O)CSc1nnc(-c2ccc(Cl)cc2)o1)Nc1cc(Cl)cc(Cl)c1,7%,2.6%,0%,-5%,-4%,-4.2%,-4%,i,0.3,0,607
Cc1c(F)cccc1NS(=O)(=O)c1ccc(OCCNS(C)(=O)=O)cc1,-20%,-0.2%,.,4%,4%,-1.5%,-5%,i,0.1,-13,721
COCc1c(Br)c(C)nc(OCC(=O)N/N=C/c2cc(C)n(-c3ccc([N+](=O)[O-])cc3)c2C)c1C#N,15%,-0.6%,-2%,-9%,6%,-3.1%,-2%,i,0.2,-7,677
Cc1nn2c(NCCN3CCOCC3)c3c(nc2c1-c1ccccc1)CCCC3,10%,-0.2%,3%,11%,-2%,.,-6%,i,0.2,24,672
C=CCC1(N(C(C)=O)c2ccccc2)CCCCC1,-4%,1.2%,-20%,20%,-3%,0.4%,-12%,i,0.3,-1,709
COc1ccc(C(=O)C2CCCN(C(=O)Cn3ccc(C)n3)C2)cc1OC (configuration not stated),4%,-0.2%,-4%,18%,6%,-2.1%,2%,i,0.3,-1,707
Brc1cccc(-c2nnc3sc(CN4CCC5(CC4)OCCO5)cn23)c1,2%,-1.2%,-3%,12%,4%,0.1%,-5%,i,0.7,.,.
Cc1ccc(S(=O)(=O)c2cc(O)ccc2O)cc1C,-50%,2.4%,.,-3%,-1%,-2.2%,-7%,i,0.7,-23,669
Cc1ccccc1C(N)c1ccncc1 (configuration not stated),24%,-1.0%,-8%,6%,5%,.,-11%,i,0.2,10,785
Cc1ccccc1CN1CCN(CC(=O)NCc2ccccc2)CC1,-4%,-0.6%,-8%,0%,10%,.,-11%,i,0.5,-4,828

# Screening data (PubChem BioAssay)
